Source: PubChem (National Center for Advancing Translational Sciences (NCATS))
HTT aggregate – qHTS Multiplex Assay to Identify Dual Action Probes in a Cell Model of Huntington: Aggregate Formation (GFP) | PC12 HttQ103-GFP aggregates, Acumen cytometry, 40 h | Potency, µM (series often up to 46.1 µM), inactives show top-dose activity change, negative = inhibition, actives largely listed as inhibitors | 1.1% of 220,000 active | AID 1688, 2009; note: potency is the fitted concentration of half-maximal effect; % is set by controls: 0 for no effect and ±100 for the full control effect; nearly all actives have a fitted effect of over 60% in size
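Multiplexed with ATP-based cell death, this channel scores GFP aggregates in PC12 cells expressing inducible HTTex1-Q103-GFP. Induction used 100 nM tebufenozide; compounds were tested in concentration series.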
IMPase Li cell – qHTS Assay for Identifying the Cell-Membrane Permeable IMPase Inhibitors: Potentiation with Lithium | CHO-M1 cells, IP1 TR-FRET (IP-One), carbachol + lithium | Potency, µM (titrated, usually from 59.4 µM), for inactives: at the top dose activity, negative = IMPase inhibition, actives largely listed as inhibitors | 0.35% of 210,000 active;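 note: IP1 builds up when IMPase is blocked and the TR-FRET signal falls; potency is the fitted concentration of half-maximal effect; plate controls were basal vehicle for no effect and high inhibitor control for full effect; nearly all actives have a fitted effect of over 50% in size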
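IP1 accumulation measured by competitive TR-FRET in lysed CHO-M1 cells after 30 min compound exposure at 37C, with a small lithium addition to potentiate weak responses. Hill-equation AC50 from ratio and donor-channel data.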
CBFb-RUNX1 inh – qHTS Assay for Compounds Blocking the Interaction Between CBF-beta and RUNX1 for the Treatment of Acute Myeloid Leukemia; AlphaScreen CBFb-His/RUNX1-biotin binding, biochemical; Potency, µM (doses to about 59.8 µM), inactives show at the highest dose activity, negative = inhibition, usual class: inhibitors; 230,000 tested, under 10 active; AID 1477, 2009; note: % of control where 0% means no effect
Target sequence (Q01196 whole entry, looked up): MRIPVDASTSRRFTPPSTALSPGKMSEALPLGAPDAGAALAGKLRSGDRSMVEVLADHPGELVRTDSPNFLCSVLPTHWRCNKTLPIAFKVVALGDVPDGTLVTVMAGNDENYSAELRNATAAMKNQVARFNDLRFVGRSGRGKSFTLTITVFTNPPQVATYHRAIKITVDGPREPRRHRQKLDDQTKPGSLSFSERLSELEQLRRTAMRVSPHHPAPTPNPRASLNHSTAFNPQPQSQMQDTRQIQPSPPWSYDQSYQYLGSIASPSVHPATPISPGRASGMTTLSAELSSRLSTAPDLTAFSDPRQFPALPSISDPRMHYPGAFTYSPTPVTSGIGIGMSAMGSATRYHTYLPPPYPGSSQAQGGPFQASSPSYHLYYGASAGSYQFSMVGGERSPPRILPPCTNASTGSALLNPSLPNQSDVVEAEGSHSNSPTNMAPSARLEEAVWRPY
Target sequence (Q13951 whole entry, looked up): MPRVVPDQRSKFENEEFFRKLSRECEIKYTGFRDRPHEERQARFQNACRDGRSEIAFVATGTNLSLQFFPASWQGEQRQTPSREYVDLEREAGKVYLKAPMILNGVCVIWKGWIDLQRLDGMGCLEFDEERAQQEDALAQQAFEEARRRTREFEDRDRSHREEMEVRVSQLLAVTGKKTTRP
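Read-out: AlphaScreen. Format: His-CBF-beta with biotinylated RUNX1 (30 nM each) preincubated 20 min, compound 15 min, Ni-chelate plus streptavidin beads 90 min; room temperature throughout.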
KinaseGlo FLuc – Counterscreen for Luciferase (Kinase-Glo TM) Inhibition; Luciferin 4-monooxygenase (Photuris pensylvanica), Q27757; Kinase-Glo luciferase, ATP luminescence, 8 min; Potency, µM (doses to about 38.3 µM), inactives show at the top dose activity change, negative = inhibition, usual class: inhibitors; 0.28% of 200,000 active; AID 1379, 2008; note: potency is the fitted concentration of half-maximal effect; % is set by controls: 0 for no effect and ±100 for the full control effect; nearly all actives have a fitted effect of over 60% in size
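Light output from Kinase-Glo luciferase with luciferin and 10 uM ATP in 50 mM imidazole pH 7.2, KCl, MgCl2, Tween 20, BSA; compound pin-delivered, 8-min ambient incubation, then luminescence read.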
NPSR antagonist – qHTS Assay for Antagonists of the Neuropeptide S Receptor: cAMP Signal Transduction | CHO-NPSR cells, cAMP TR-FRET, antagonist mode | Potency, µM (titrated, usually from 38.3 µM), inactives show at the highest dose activity change, negative = inhibition, usual class: inhibitors | 1% of 220,000 active; note: potency is the fitted concentration of half-maximal effect; % is set by controls: 0 for no effect and ±100 for the full control effect; nearly all actives have a fitted effect of over 50% in size; many of its hits are not listed in these tables
Target sequence (Q6W5P4 whole entry, looked up): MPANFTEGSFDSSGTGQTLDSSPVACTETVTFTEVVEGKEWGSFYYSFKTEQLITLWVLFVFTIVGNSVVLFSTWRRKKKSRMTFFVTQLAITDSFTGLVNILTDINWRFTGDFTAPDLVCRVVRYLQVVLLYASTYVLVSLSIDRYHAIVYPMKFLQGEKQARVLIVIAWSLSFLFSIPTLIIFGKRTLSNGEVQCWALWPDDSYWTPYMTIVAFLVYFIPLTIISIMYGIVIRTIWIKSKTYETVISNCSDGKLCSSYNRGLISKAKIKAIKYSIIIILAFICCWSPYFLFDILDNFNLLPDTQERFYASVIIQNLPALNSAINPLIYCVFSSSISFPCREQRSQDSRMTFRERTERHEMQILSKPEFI
Epigenetic derep – Quantitative High-Throughput Screen for Regulators of Epigenetic Control. murine LDR cells, GFP reporter derepression, 30 h. Potency, µM (top dose mostly 53.9 µM), without a hit: at the highest dose GFP activation, most hits filed as activators. 0.2% of 280,000 active; note: potency is the fitted concentration of half-maximal effect; % of control where 0% means no effect; nearly all actives have a fitted effect of over 60% in size
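Murine LDR cells carrying a silenced, genomically integrated CMV-driven GFP reporter were exposed to compound for 30 hours at 37 C. After PBS washes, GFP-positive cells (20–120 um objects) were counted by laser-scanning microplate cytometry.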
LMNA splice mod – qHTS Assay for Modulators of Lamin A Splicing; HeLa LMNA splicing GFP/RFP minigene ratio, 48 h; 0.01% of 200,000 active; Potency, µM (top dose mostly 46.1 µM), inactives show at the top dose ratio change, negative = inhibition, hits mostly inhibitors; active = well fitted inhibition curve with a large enough effect in the signal ratio, with a control signal flat, not every such curve was filed as active; inconclusive = small, poorly fitted or top-dose-only effect, or effect the other way, or a change in a side signal; the % refers to the signal ratio; note: potency is the fitted concentration of half-maximal effect; % is set by controls: 0 for no effect and ±100 for the full control effect
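Read-out is the ratio of GFP to DsRed2 object intensity, acquired by 488 nm laser-scanning cytometry on HeLa lamin A-EGFP minigene reporter cells. Compound incubation 48 hrs at 37 °C in Opti-MEM with 2% FBS; DMSO 0.5% final.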
* = called active by the depositor; u = inconclusive; x = not tested or not shown; & = joins results of further samples; [ ] = remark or other dose. Unless noted, calls come from the whole dose curve; as a rule, active = well fitted curve in the direction sought with a large enough effect; inconclusive = small, poorly fitted or top-dose-only effect, or another doubt; inactive = no such curve, though single readings can be large; an effect the other way counts as inactive or inconclusive. The list is partial, so the mix of outcomes need not match the whole.

[1] Cc1cc(OC(=O)N(C)C)nc(SCc2c(Cl)cccc2Cl)n1
[2] O=C(C1CC(=O)N(C2CCCCC2)C1)N1CCC2(CC1)OCCO2 (centres undefined)
[3] COc1ccc(-n2c(O)c(C=Nc3c(C)n(C)n(-c4ccccc4)c3=O)c(=O)[nH]c2=O)cc1
[4] CN(C)C(Cc1ccccc1)C(=O)c1ccccc1 (centres undefined)
[5] COc1ccccc1-n1c(Cc2ccccc2)nc2ccccc2c1=O
[6] COc1ccc(OCC(=O)N2CCN(C3CCC(c4ccccc4)CC3)CC2)cc1 (centres undefined)

compound no.	1	2	3	4	5	6
HTT aggregate	-13.7%[9.22 µM]	-0.5%	8.3%	u	7.7%[9.22 µM]	22.9%
IMPase Li cell	x	0.0%[38.3 µM]	-6.9%[38.3 µM]	-0.5%	21.2%	11.2%
CBFb-RUNX1 inh	13.0%	-4.7%	0.8%	-1.5%	1.4%	-7.8%
KinaseGlo FLuc	x	-3.7%	-1.5%	1.0%	3.2%	13.7%
NPSR antagonist	u	18.7%[46.1 µM]	-6.6%[46.1 µM]	3.7%	17.4%	-3.1%
Epigenetic derep	2.0%	-1.0%	-1.1%	-1.0%	2.3%	0.9%
LMNA splice mod	x	4.3%	10.8%	u	-3.3%[46 µM]	5.1%

[7] N/C(=N\[N+](=O)[O-])NCCCC(NC(=O)CNC(=O)c1ccccc1)C(=O)O (centres undefined)
[8] COc1ccc2[nH]c3c(c2c1)CCNC3C (centres undefined)
[9] CCOC(=O)C1=C(C)OC(N)=C(C(=O)OCC)C12C(=O)Nc1ccc(Br)cc12 (centres undefined)
[10] C#CC1(O)CCC2C3CCC4=CC(=O)CCC4(C)C3CCC21C (centres undefined)
[11] C=Cn1ccnc1P(=S)(c1nccn1C=C)c1nccn1C=C
[12] Cc1ccc(NC(=O)COc2ccc(-n3ccnc3)cc2)cc1Cl

compound no.	7	8	9	10	11	12
HTT aggregate	31.0%	x	-21.5%	2.0%	14.7%	-13.0%
IMPase Li cell	-3.3%	-8.7%	11.5%[38.3 µM]	11.1%	-2.1%[38.3 µM]	10.6%[38.3 µM]
CBFb-RUNX1 inh	4.3%	-29.7%	5.4%	4.5%	-0.3%	-5.1%
KinaseGlo FLuc	2.8%	x	17.9%	-3.0%	-0.6%	-3.8%
NPSR antagonist	9.8%	x	-17.4%[46.1 µM]	x	1.5%[46.1 µM]	-12.2%[46.1 µM]
Epigenetic derep	1.1%	10.5%	-1.0%	-0.5%	2.1%	0.0%
LMNA splice mod	x	x	2.6%	x	u	u

[13] Cc1cc(OCC(=O)Nc2cc(C)nn2-c2ccccn2)c2c3c(c(=O)oc2c1)CCC3
[14] C[C@H](CCC(=O)O)[C@H]1CC[C@H]2[C@@H]3C(=O)C[C@@H]4CC(=O)CC[C@]4(C)[C@H]3CC(=O)[C@]12C
[15] ClCCNc1nc2ccc(Cl)cc2[nH]1
[16] O=NN(CCCl)C(=O)NCCCl
[17] O=C1NC(=O)C(CCc2ccncc2)(CCc2ccncc2)C(=O)N1Cc1ccccc1
[18] O=C(N/N=C/c1c(O)n(Cc2ccccc2)c(=O)[nH]c1=O)c1ccccc1O

compound no.	13	14	15	16	17	18
HTT aggregate	-13.7%	2.7%	-14.3%	u	-1.8%[9.22 µM]	18.7%
IMPase Li cell	-5.4%[38.3 µM]	-5.0%	-20.1%[38.3 µM]	-12.5%&2.4%	6.0%	-4.8%
CBFb-RUNX1 inh	0.1%	-5.0%	-2.2%	19.4%	-1.2%	-4.5%
KinaseGlo FLuc	3.3%	0.3%	-4.4%	-4.7%&-0.7%	-0.7%	2.8%
NPSR antagonist	-2.0%[46.1 µM]	-19.1%	-6.0%[46.1 µM]	7.7%[46.1 µM]	-16.4%	-16.8%[46.1 µM]
Epigenetic derep	4.4%	-1.6%	-1.1%	-0.1%&0.1%	-2.7%	1.1%
LMNA splice mod	8.0%	u	-0.2%	-17.5%&-17.9%	u	-8.3%

[19] CCCCn1c(O)c(C(=O)/C=C/c2ccc3c(c2)OCO3)c(=O)[nH]c1=O
[20] NCC(CP(=O)(O)O)c1ccc(Cl)cc1 (centres undefined)
[21] Cc1ccsc1C(=O)C1CCCN(Cc2c(C)nn(C(C)C)c2C)C1 (centres undefined)
[22] N#CCn1c(CCl)nc2ccccc2c1=O
[23] O=C1NC(c2cccnc2)Nc2sc3c(c21)CCCC3 (centres undefined)
[24] CCCOP(=O)(O)c1c([N+](=O)[O-])cc(C(F)(F)F)cc1[N+](=O)[O-] (tested in a mixture with another compound)

compound no.	19	20	21	22	23	24
HTT aggregate	38.0%[9.22 µM]	x	u	-9.0%	7.6%	4.0%
IMPase Li cell	x	12.9%&-10.0%	20.8%	-3.9%	5.9%	27.4%[38.3 µM]
CBFb-RUNX1 inh	1.5%	2.6%&12.9%	15.9%	3.0%	-5.7%	-2.4%
KinaseGlo FLuc	x	-1.2%	4.7%	0.5%	-0.8%	-0.4%
NPSR antagonist	u	u	-2.7%	8.2%	-15.7%[46.1 µM]	-3.5%[46.1 µM]
Epigenetic derep	3.2%	-0.1%&0.0%	-1.7%	-2.3%	0.0%	-0.1%
LMNA splice mod	x	u	x	u	-7.7%	14.7%

[25] CCOc1ccc(N=C2SCCCN2C)cc1
[26] CC(C)CCn1c(=O)c(C(=O)Nc2ccccc2S(N)(=O)=O)c(O)c2ccccc21
[27] CCC(=O)c1ccc(OC)c(OC)c1
[28] CCC(C)N1C(=O)/C(=C\c2cc3c4c(c2)CCCN4CCC3)C(=O)NC1=S (centres undefined)
[29] N#Cc1ccc(/C=C/C(=O)O)cc1
[30] CC[C@H](C)[C@H](NC(=O)[C@H](CCCN=C(N)N)NC(=O)[C@H](CCCN=C(N)N)NC(=O)[C@H](CC(C)C)NC(=O)[C@H](Cc1ccccc1)NC(=O)CNC(=O)CNC(=O)[C@@H](N)Cc1ccc(O)cc1)C(=O)N[C@@H](CCCN=C(N)N)C(=O)N1CCC[C@H]1C(=O)N[C@@H](CCCCN)C(=O)N[C@@H](CC(C)C)C(=O)N[C@@H](CCCCN)C(=O)O

compound no.	25	26	27	28	29	30
HTT aggregate	-10.0%	u	-0.1%	-30.9%	3.8%[9.22 µM]	x
IMPase Li cell	23.2%	21.1%[38.3 µM]	x	7.1%	x	5.7%
CBFb-RUNX1 inh	8.3%	5.7%	-0.3%	-15.4%	7.2%	10.6%&9.6%
KinaseGlo FLuc	-4.9%	0.0%	-1.1%	u	x	x
NPSR antagonist	3.0%[46.1 µM]	-24.6%[46.1 µM]	24.7%	-40.2%	-6.9%	x
Epigenetic derep	-2.0%	-0.7%	1.2%	0.9%	-1.3%	0.0%
LMNA splice mod	7.2%	u	1.5%[9.22 µM]	u	x	x

[31] N=c1c2c(n(Cc3ccc(Cl)cc3Cl)c3c1CCC3)CCCC2
[32] CC1C(=O)OC2CCN3CC=C(COC(=O)[C@](C)(O)[C@]1(C)O)C23 (some centres undefined)
[33] CC(C)NC(C)C(=O)c1ccc2ccccc2c1 (centres undefined)
[34] COCc1cc(C2SCC(=O)Nc3c2c(=O)[nH]n3C(C)C)ccc1OC (centres undefined)
[35] Cc1cccc2c3c(ccc12)C1=C(C(=O)C3=O)C(C)CO1 (centres undefined)
[36] Cc1ccc(S(=O)(=O)NC(CC(=O)N2CCC3(CC2)OCCO3)c2ccco2)cc1 (centres undefined)

compound no.	31	32	33	34	35	36
HTT aggregate	6.31µM*	x	-14.6%[9.22 µM]	0.1%	x	-20.0%
IMPase Li cell	37.2%[activator][38.3 µM]	9.8%	-2.8%	21.0%[38.3 µM]	7.4%	22.5%[38.3 µM]
CBFb-RUNX1 inh	0.7%	10.5%	5.6%	3.0%	x	6.4%
KinaseGlo FLuc	2.5%	-5.1%	2.2%	1.7%	-3.1%	1.6%
NPSR antagonist	-11.3%[46.1 µM]	x	-13.5%	5.6%[46.1 µM]	x	-16.9%[46.1 µM]
Epigenetic derep	-1.1%	0.8%	9.7%	0.0%	-1.4%	5.1%
LMNA splice mod	u	x	9.3%[46 µM]	-8.5%	u	-3.3%

[37] FC(F)(F)/C(=N\P(=S)(N1CCOCC1)N1CCOCC1)N1CCOCC1
[38] COC(=O)CN1C(=O)C2(C(C(=O)OC)=C(N)Oc3ccccc32)C2=C1CC(C)(C)CC2=O (centres undefined)
[39] Cc1nonc1OCCNc1ccc([N+](=O)[O-])c2cccnc12
[40] CC1CN(c2ccc([N+](=O)[O-])cc2Cl)CCN1 (centres undefined)
[41] O=c1[nH]c(=S)[nH]c(O)c1/C=N/N1CCOCC1
[42] O=C(c1cccc(Cl)c1)C1CCCN(Cc2cccc3cnccc23)C1 (centres undefined)
[43] CC(C)CCNC(=O)c1c(N)n(CC2CCCO2)c2nc3ccccc3nc12 (centres undefined)
[44] COC(=O)C1=Nc2ccccc2/C1=C\c1c(O)n(-c2ccc(OC)cc2)c(=O)[nH]c1=O

compound no.	37	38	39	40	41	42	43	44
HTT aggregate	6.9%	8.7%	-9.4%	-8.8%	7.0%[9.22 µM]	0.3%[9.22 µM]	16.1%[9.22 µM]	7.5%
IMPase Li cell	25.8%[38.3 µM]	18.3%[38.3 µM]	6.3%	-10.0%	x	21.2%	3.8%[38.3 µM]	10.4%[38.3 µM]
CBFb-RUNX1 inh	-0.5%	4.6%	-20.4%	-2.6%	4.4%	0.5%	13.9%	-20.1%
KinaseGlo FLuc	1.3%	0.5%	2.5%	0.0%	x	x	0.9%	-4.7%
NPSR antagonist	-1.1%[46.1 µM]	-6.8%[46.1 µM]	-26.5%	-6.8%	-4.6%	41.8%	u	-28.8%[46.1 µM]
Epigenetic derep	0.0%	-5.6%	3.9%	1.5%	1.1%	-0.2%	0.0%	-1.1%
LMNA splice mod	-1.4%	4.6%	u	u	x	x	17.1%	u

3 entries drawn at random from those above, as already listed:
[39] Cc1nonc1OCCNc1ccc([N+](=O)[O-])c2cccnc12
[42] O=C(c1cccc(Cl)c1)C1CCCN(Cc2cccc3cnccc23)C1 (centres undefined)
[43] CC(C)CCNC(=O)c1c(N)n(CC2CCCO2)c2nc3ccccc3nc12 (centres undefined)

compound no.	39	42	43
HTT aggregate	-9.4%	0.3%[9.22 µM]	16.1%[9.22 µM]
IMPase Li cell	6.3%	21.2%	3.8%[38.3 µM]
CBFb-RUNX1 inh	-20.4%	0.5%	13.9%
KinaseGlo FLuc	2.5%	x	0.9%
NPSR antagonist	-26.5%	41.8%	u
Epigenetic derep	3.9%	-0.2%	0.0%
LMNA splice mod	u	x	17.1%
